TLR4 MyD88 comp: inhibitors of human TLR4-MyD88 binding; HeLa CL3-4 TLR4/MyD88 BLA complementation, FRET ratio; inhibition, % at 8.4 µM; actives 0.18% (n = 200,000); AID 861; in the data active = inhibition above about 25%;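 also: 0% = vehicle and 100% = reference inhibitor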
Target sequence (O00206 whole entry, looked up): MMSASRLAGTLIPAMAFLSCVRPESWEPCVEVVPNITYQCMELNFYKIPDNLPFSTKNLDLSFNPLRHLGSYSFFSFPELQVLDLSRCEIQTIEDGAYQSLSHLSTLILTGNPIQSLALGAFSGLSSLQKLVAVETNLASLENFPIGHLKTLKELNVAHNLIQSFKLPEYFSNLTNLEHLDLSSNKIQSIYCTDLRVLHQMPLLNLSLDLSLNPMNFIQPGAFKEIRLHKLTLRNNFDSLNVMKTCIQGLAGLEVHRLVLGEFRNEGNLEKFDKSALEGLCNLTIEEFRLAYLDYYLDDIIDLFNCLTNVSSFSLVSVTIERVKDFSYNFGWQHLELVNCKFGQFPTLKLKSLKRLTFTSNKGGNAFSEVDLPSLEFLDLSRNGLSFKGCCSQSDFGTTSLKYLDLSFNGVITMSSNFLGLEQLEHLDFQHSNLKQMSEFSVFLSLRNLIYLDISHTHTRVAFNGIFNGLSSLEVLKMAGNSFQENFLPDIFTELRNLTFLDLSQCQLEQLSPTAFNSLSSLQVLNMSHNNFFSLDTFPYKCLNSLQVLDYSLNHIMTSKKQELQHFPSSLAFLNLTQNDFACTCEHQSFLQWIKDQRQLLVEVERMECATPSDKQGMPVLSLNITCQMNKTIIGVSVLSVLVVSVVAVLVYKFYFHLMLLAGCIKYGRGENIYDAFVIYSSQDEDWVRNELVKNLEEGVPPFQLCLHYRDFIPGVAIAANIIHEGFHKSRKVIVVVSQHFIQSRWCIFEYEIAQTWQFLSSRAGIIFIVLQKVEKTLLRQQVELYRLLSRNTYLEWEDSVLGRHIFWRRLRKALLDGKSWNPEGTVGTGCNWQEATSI
Target sequence (Q99836 whole entry, looked up): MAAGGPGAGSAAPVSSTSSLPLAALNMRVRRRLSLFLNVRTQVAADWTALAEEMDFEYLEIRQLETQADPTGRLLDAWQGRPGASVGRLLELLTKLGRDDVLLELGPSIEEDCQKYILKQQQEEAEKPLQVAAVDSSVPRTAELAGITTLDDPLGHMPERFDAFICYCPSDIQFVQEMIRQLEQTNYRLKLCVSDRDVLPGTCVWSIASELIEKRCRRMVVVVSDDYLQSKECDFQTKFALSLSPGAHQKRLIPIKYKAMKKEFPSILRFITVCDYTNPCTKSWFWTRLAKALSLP
STAT1 blocker: reduces IFN-gamma driven STAT1 reporter signal | NIH 3T3 STAT1-luciferase reporter, luminescence | actives 0.35% (n = 200,000) | inhibition, % at 5.5 µM;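 active = inhibition above a set limit, the mean inhibition across all tested compounds plus 3 SD, cut at about 34% in these data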;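 also: 0% = IFN-gamma with DMSO and 100% = IFN-gamma with 300 µM nifuroxazide; values of inactives mirror those of a sister screen read the other way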
RAM network inh: yeast RAM network inhibition | S. cerevisiae dse1pr::URA3 reporter, 5-FOA growth OD615, 2 d; analog-sensitive cbk1-as2 kinase mutant strain | inhibition, % at 50 µM | actives 1.8% (n = 190,000);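 active = inhibition above a set limit, 3 SD over mean compound inhibition, cut at about 8.4% in these data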;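 also: 0% = DMSO-only wells with no growth and 100% = 10 µM 1-NA-PP1 full growth; inhibition rescues growth on 5-FOA so higher OD means more RAM inhibition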
PPARg SRC-2 ag: agonists of SRC-2 recruitment by human PPARgamma | P37231 | PPARgamma LBD-SRC-2 recruitment, biochemical | activation, % at 8 µM | actives 0.34% (n = 200,000) | AID 1032; in the data active = activation above about 22%;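 also: 0% = vehicle and 100% = reference agonist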
PPARg SRC3 recr: agonists of human PPARgamma SRC-3 coactivator recruitment; AID 731; activation, % at 8 µM; biochemical PPARgamma/SRC-3 coactivator recruitment assay; actives 0.26% (n = 200,000); in the data active = activation above about 23%;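 also: 0% = DMSO and 100% = reference agonist; some compounds past the cut are filed as inactive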
S1P3 antagonist: antagonists of human S1P3 receptor; actives 0.27% (n = 170,000); AID 485; CHO S1P3 NFAT-BLA reporter, FRET fluorescence, antagonist mode; Q99500; inhibition, % at 4.98 µM;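 active = inhibition above the plate cutoff, the mean inhibition of test wells on that plate plus 3 SD, cut at about 28% in these data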;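 also: cells challenged with S1P at its EC80 of 0.8 µM; blue over green emission ratio from cleaved BLA substrate after 4 h stimulation; 0% = S1P-stimulated wells and 100% = unstimulated DMSO-only wells; some compounds past the cut are filed as inactive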
STAT3 inh: STAT3 signaling inhibition; U3A cells, IL-6 STAT3-luciferase reporter, luminescence; host cell line lacks STAT1; inhibition, % at 5.5 µM; actives 0.89% (n = 190,000); AID 862;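 active = inhibition above the mean inhibition across all screened compounds plus 3 SD, cut at about 44% in these data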;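 also: 0% = DMSO only wells and 100% = 100 µM nifuroxazide control wells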
PPARg SRC1 recr: promotes SRC-1 coactivator recruitment by human PPARgamma. actives 0.41% (n = 200,000). AID 631. activation, % at 8 µM. P37231. PPARgamma-SRC-1 coactivator recruitment biochemical assay; in the data active = activation above about 19%;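 also: 0% = DMSO and 100% = reference agonist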
STAT3 act: increases IL-6 driven STAT3 reporter signal; U3A cells, IL-6 STAT3-luciferase reporter, luminescence; 100% = signal with IL-6 EC80 alone; activation (% of control), % at 5.6 µM; actives 0.91% (n = 190,000);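 active = activation above the screen-wide mean of compound activation plus 3 SD, cut at about 130% in these data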;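 also: 0% = background luminescence of wells with medium and substrate only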
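Test system: Human STAT1-deficient U3A cells with stable STAT3-luciferase reporter | Also added: Interleukin-6, 33 ng/mL | Timing: Compound pre-incubation 1 h before IL-6, then 6 h stimulation at 37 °C | Technique: Luciferase reporter luminescence | Read-out: Percent of IL-6-only median luminescence | Benchmarks: IL-6-only wells as 100% reference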
ROMK mod: modulators of human ROMK potassium channel | P48048 | Tet-inducible ROMK, thallium flux fluorescence; actives lie on both sides | B-score at 10 µM | actives 2% (n = 130,000) | AID 1918;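 active = signal ratio slope over the read window, or its plate-corrected B-score, at least 3 SD from the plate mean, either direction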;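 also: B-score of the F/F0 ratio slope over 7 to 12 s after thallium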
TR-FRET SRC-2 ct: counter-screen for PPARgamma SRC-2 recruitment agonists: TR-FRET artefact; AID 1049; stronger effect = higher value; TR-FRET ratio at 8 µM; actives 0.4% (n = 200,000); in the data active = TR-FRET ratio above about 2000; also: inactives centre near 1500
* hit, by the source's call; nt = not tested or not shown.

SMILES	TLR4 MyD88 comp	STAT1 blocker	RAM network inh	PPARg SRC-2 ag	PPARg SRC3 recr	S1P3 antagonist	STAT3 inh	PPARg SRC1 recr	STAT3 act	ROMK mod	TR-FRET SRC-2 ct
COc1cc(CCC(=O)OCc2nnc(-c3ccccc3)o2)cc(OC)c1OC	1	-1	-1.2	0	0	-5	6	-4	97	nt	1585
Nc1cc(=O)[nH]c(SCc2csc(-c3ccccc3)n2)n1	12	-4	6.8	-3	-5	-19	16	2	90	-0.19	1408
Cc1cc(C)nc(N/N=C/c2c(C)oc3ccccc23)n1	1	0	1.7	0	1	-10	12	-2	91	-1.8	1470
S=C(NCC1CCCO1)n1nnc2ccccc21 (stereo unspecified)	-20	5	nt	3	5	-17	3	9	102	nt	1696
CCOc1ccc(-c2nn3c(-c4ccccc4)nnc3s2)cc1	-5	-2	4.8	11	2	16	26	1	80	nt	1500
O=C(NC1CCCCCC1)C1CCCN1S(=O)(=O)c1cccc2cccnc12 (stereo unspecified)	-5	-2	-0.9	-14	-6	3	-5	3	112	nt	1380
Cc1sc(NC(=O)c2ccco2)nc1-c1ccc2c(c1)CC(C)N2C(=O)C1CC1 (stereo unspecified)	-10	7	2.0	6	5	-2	14	9	92	0.83	1583
CCc1ccc(C(=O)CSc2nc3cc(S(=O)(=O)N4CCOCC4)ccc3n2CC)cc1	-6	1	3.7	0	-2	-30	-18	1	110	nt	1557
O=C(COc1ccc(S(=O)(=O)NC2CCCCC2)cc1)Nc1ccc2c(c1)OCCO2	-10	-3	2.7	-2	2	-50	8	-1	101	nt	1479
Cc1cccc(C)c1OC(=O)CCN1C(=O)C2C3C=CC(C4CC34)C2C1=O (stereo unspecified)	4	7	-0.4	11	-1	18	-2	-8	105	-0.86	1551
COC(=O)CN1C(=O)C2(C(C#N)=C(N)Oc3c2c(C)nn3-c2ccccc2)c2ccccc21 (stereo unspecified)	-2	10	0.6	6	9	-2	-8	9	110	0.19	1527
COc1ccc(NS(=O)(=O)c2ccc(N3CCOCC3)c(NC(=O)c3ccco3)c2)cc1	6	5	1.9	-5	0	-10	-1	5	105	-0.34	1506
Cc1cc(NC(=O)C23CC4CC(CC(C4)C2)C3)n[nH]1	0	-11	-0.3	-4	4	7	2	6	105	-0.056	1414
O=c1cccccc1NCc1ccccc1	-4	-3	-0.1	-4	-9	nt	-6	0	102	0.85	1264
CCOC(=O)N1CCN(C(=O)c2ccc3c(=O)n(-c4ccc(F)cc4)c(=S)[nH]c3c2)CC1	-6	3	5.4	5	-2	nt	11	3	95	-0.27	1629
CCOC(=O)c1[nH]c(C)c(C(=O)OC(C)C(=O)Nc2ncc(Cl)cc2Cl)c1C (stereo unspecified)	8	6	0.8	-7	-2	nt	7	5	97	nt	1428
Cc1cccc(N2CC34C=CC(O3)C(C(=O)O)C4C2=O)c1 (stereo unspecified)	16	-4	0.6	-1	4	-1	17	0	89	-0.28	1362
CCOCCn1cnc2sc(C(=O)NCC(=O)OCC)c(C)c2c1=O	-3	-3	0.8	5	-1	12	-5	5	110	1.3	1346
Nn1c(SCC(=O)Nc2ccc(F)cc2F)nnc1C1CCCCC1	-6	-17	1.4	3	9	-1	7	7	96	0.67	1501
Cc1ccn2c(C(=O)CSc3ccccc3Cl)c(C)nc2c1	1	1	0.8	-1	-4	nt	-13	-2	115	nt	1664
CN(Cc1ccccc1)c1nc2c(c(=O)n(C)c(=O)n2C)n1CCSc1ncccn1	0	8	1.6	-1	2	-3	-7	-8	106	nt	1511
O=C(O)Cn1nc(C(F)(F)F)c2c1CCC2	6	4	1.2	8	10	18	25	2	88	nt	1884
CCO/N=C(\C)c1c(O)c2ccccc2n(C)c1=O	-7	-1	0.7	2	1	0	-12	7	108	0.32	1432
CCOc1ccc(-c2cnc(SCC(N)=O)nc2N)cc1	9	-1	0.1	8	-15	-21	9	-4	95	-0.0058	1480
CCOC(=O)c1sc(NS(=O)(=O)c2ccc(F)cc2)nc1C	-1	-5	0.2	2	6	0	5	-1	99	1.3	1472
CCc1nnc(NS(=O)(=O)c2ccc(NS(=O)(=O)c3ccccc3)cc2)s1	-1	-2	-0.6	-6	-5	-32	-2	10	103	0.65	1654
C/C(=N\O)C(C)(C)NC(=O)Nc1ccc(Cl)cc1	-5	-3	0.9	-8	8	-15	5	1	98	0.63	1739
CC(=O)N(CCCN(C)C)c1nc2ccc(C)cc2s1	-14	-2	3.5	9	3	-5	24	0	88	-1.3	1611
Cc1nn(C)c(C)c1S(=O)(=O)N1CCCC(C(=O)N2CCN(c3ccc(Cl)cc3)CC2)C1 (stereo unspecified)	15	15	0.2	-5	-8	-13	-29	-1	130	nt	1435
COC(=O)C1=C(CSc2nc3c(cc2C#N)CN(C)CC3)OC(N)=C(C#N)C1c1ccccc1F (stereo unspecified)	7	30	0.1	4	5	nt	4	-1	99	-1.5	1403
COc1ccccc1-n1nnnc1SCC(=O)NC1CCCC1	-2	-2	0.6	-2	-10	2	-4	1	108	nt	1435
COc1cc(NC(=O)N2CCOCC2)cc(OC)c1	3	0	0.4	1	-5	nt	1	5	100	0.0053	1330
N#Cc1cccc(NC(=O)CCC2CCCC2)c1	-2	1	0.4	2	14	-2	-1	-2	104	-0.57	1496
O=C(c1cccc(-c2nnc(-c3ccccc3)o2)c1)N1CCCCCC1	24	-24	-0.4	-4	-16	nt	-15	0	110	-2.5	1261
CC(CCc1ccccc1)NC(=O)CSc1nc(N)cc(N)n1 (stereo unspecified)	-7	-2	2.1	-3	-5	47	4	-5	101	nt	1555
c1ccc(-c2oc3ncnc(NCCN4CCOCC4)c3c2-c2ccccc2)cc1	15	1	0.3	12	-3	2	-2	6	104	nt	1483
CN1C(=O)c2ccc(NC(=O)c3cccc(N4C(=O)CCC4=O)c3)cc2C1=O	7	-4	1.4	4	3	-30	8	12	97	nt	1470
O=C(CN1C(=O)C2C3CCC(C3)C2C1=O)NCc1ccco1 (stereo unspecified)	-10	10	1.0	12	3	-23	6	4	96	0.084	1650
Cc1cc(O)c(NC(=O)c2ccc(C)c([N+](=O)[O-])c2)cc1C	-3	-4	5.2	-9	-1	-16	-32	-6	134*	1.5	1462
CCOCCCNC(=S)NCCc1ccccc1	-21	-6	-0.1	8	4	4	3	-2	98	0.047	1556
CC(=O)c1nc(N2C(=O)CC(Cc3ccccc3)C2=O)sc1C (stereo unspecified)	2	2	1.4	4	3	-10	1	5	102	nt	1710
CCC1Oc2ccccc2N(CC(=O)NCCN2CCc3ccccc3C2)C1=O (stereo unspecified)	-1	5	-0.1	3	7	13	-2	7	104	-1.4	1703
COC(=O)c1cccnc1N1CCN(c2ccccc2F)CC1	5	-7	-0.5	5	6	nt	15	-1	93	nt	1618
O=P(c1ccccc1)(c1ccccc1)N(c1ccccc1)c1ccccc1	-1	2	4.3	10	3	-7	4	0	98	2.1	1773
C=CCn1c(=O)c(C(=O)OCC)c(O)c2ccccc21	3	-5	-2.5	-2	4	-9	13	-5	94	-0.43	1603
CCC1CCCCN1CCCNC(=O)CC1Oc2ccccc2NC1=O (stereo unspecified)	5	-2	1.4	-8	-7	2	2	9	106	nt	1384
Cn1nnnc1SCC(=O)c1ccc2c(c1)OCCO2	1	-15	0.8	6	3	-13	-1	4	103	0.33	1583
CCCCOc1nc(N)nc(-c2ccccc2)n1	12	-12	-0.4	11	-4	33	-13	4	114	-1.2	1572
CCCCCOC(=O)c1c(N)n(CCOC)c2nc3ccccc3nc12	4	4	1.4	-2	5	nt	14	11	92	nt	1580
Cc1cc(Nc2ccccc2)n(CCO)n1	2	6	2.2	6	-3	nt	2	-3	100	nt	1459
O=C(c1cc2ccccc2o1)c1cccs1	5	-53	-0.2	11	0	-6	0	4	102	-0.9	1514
COc1ccc(CC(=O)Nc2nncs2)cc1OC	-2	-4	1.3	3	-11	-6	-1	10	104	-0.038	1350
COc1cc(C)nc(N2CCCC(C(=O)Nc3cc(Cl)ccc3OC)C2)n1 (stereo unspecified)	-12	8	0.1	2	3	nt	22	2	85	nt	1607
COc1ccc(NC(=O)/C=C/c2ccccc2[N+](=O)[O-])c(OC)c1	0	-4	6.2	10	-4	-8	-2	4	97	nt	1678
Cc1cc(C(C)(C)C)ccc1OCCOCCN1CCCC1	-12	7	0.2	-2	3	2	1	4	101	-0.22	1568
Nc1nnc(CCOc2ccccc2Cl)s1	-3	-4	-0.7	1	5	nt	2	4	101	nt	1534
Cc1nn(Cc2ccc(Cl)cc2Cl)c(Cl)c1/C=N/NC(=O)CNc1cccc(C(F)(F)F)c1	-5	0	3.0	2	1	-2	9	5	97	nt	1465
CC1(C)CC(=O)/C(=C(\O)c2ccccc2)C(=NCCc2ccccc2)C1	-1	7	-0.4	5	2	-2	10	2	92	-0.018	1669
C=CCNC(=O)/C=C/c1ccc(C(C)C)cc1	13	-22	0.0	-1	6	0	14	2	90	nt	1574
COc1ccc(NC(=O)CSc2c(C)nn(-c3nnc(C)c(=O)[nH]3)c2C)cc1	-7	2	1.1	-3	7	-12	4	-5	100	nt	1342
The list goes on.
SMILES	TLR4 MyD88 comp	STAT1 blocker	RAM network inh	PPARg SRC-2 ag	PPARg SRC3 recr	S1P3 antagonist	STAT3 inh	PPARg SRC1 recr	STAT3 act	ROMK mod	TR-FRET SRC-2 ct
CCOC(=O)CC1C(=O)NCCN1C(=O)c1cc2c(=O)n3cccc(C)c3nc2s1 (stereo unspecified)	6	2	-0.1	1	3	-8	-73	9	164*	nt	1658
COc1cccc(-c2cn3nc(C)c(C)nc3n2)c1	3	-30	0.5	6	6	10	25	7	83	nt	1700
CCN(c1ccccc1)S(=O)(=O)c1ccc(F)cc1C	-8	3	-1.3	5	8	-4	2	1	97	nt	1622
O=C(N/C(=C/c1ccco1)C(=O)N1CCCCCC1)c1cccs1	-6	-9	0.6	0	-9	nt	-1	1	110	nt	1495
CCN(CC)C(=O)c1cccc(-c2ccc(OC)cc2)c1	1	-12	1.1	16	5	nt	2	-2	101	-0.83	1495
COc1cnn(-c2ccccc2)c(=O)c1SCc1ccc(Cl)cc1Cl	-2	-3	1.6	6	3	nt	16	-1	91	nt	1479
COc1cccc(N2CCN(C(c3ccccn3)c3nnnn3C(C)(C)C)CC2)c1 (stereo unspecified)	10	-4	1.0	4	3	nt	0	-2	104	1.2	1553
CCc1nc(SCc2ccccn2)[nH]c(=O)c1C	-1	-1	-0.9	4	3	0	4	-5	100	-0.059	1362

An excerpt from above in order of heavy-atom count, falling.
SMILES	TLR4 MyD88 comp	STAT1 blocker	RAM network inh	PPARg SRC-2 ag	PPARg SRC3 recr	S1P3 antagonist	STAT3 inh	PPARg SRC1 recr	STAT3 act	ROMK mod	TR-FRET SRC-2 ct
COc1cccc(N2CCN(C(c3ccccn3)c3nnnn3C(C)(C)C)CC2)c1 (stereo unspecified)	10	-4	1.0	4	3	nt	0	-2	104	1.2	1553
CCN(CC)C(=O)c1cccc(-c2ccc(OC)cc2)c1	1	-12	1.1	16	5	nt	2	-2	101	-0.83	1495
CCc1nc(SCc2ccccn2)[nH]c(=O)c1C	-1	-1	-0.9	4	3	0	4	-5	100	-0.059	1362

Compound activity deposited in PubChem by several laboratories.
